# proCasp7 act: counter-screen: procaspase-7 (human) activation | P55210 | recombinant procaspase-7, Ac-DEVD-pNA absorbance 405 nm; D23A/D198A/D206A triple mutant, cannot self-cleave; scale: DMSO 0, 5 µM enzyme 100 | activation, % at 8.5 µM | 330,000 compounds, 0.093% hits;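 active = percent activation above the screen-wide mean plus 3 SD, cut at about 25% in these data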
# Target sequence (P55210 whole entry D23A/D198A/D206A): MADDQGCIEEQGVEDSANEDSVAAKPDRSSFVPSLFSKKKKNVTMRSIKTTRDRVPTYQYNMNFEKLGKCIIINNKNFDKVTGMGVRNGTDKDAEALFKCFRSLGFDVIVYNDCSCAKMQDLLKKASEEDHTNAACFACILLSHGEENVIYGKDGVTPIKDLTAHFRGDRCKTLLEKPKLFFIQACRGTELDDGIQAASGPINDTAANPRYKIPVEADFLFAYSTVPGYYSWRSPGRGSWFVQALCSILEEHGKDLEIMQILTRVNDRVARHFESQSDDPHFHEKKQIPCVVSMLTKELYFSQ
#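 Test system: Procaspase-7 triple mutant (PC-7 D3A). Also added: Ac-DEVD-pNA substrate, 400 µM as added. Schedule: 1 h enzyme–compound preincubation and 2 h substrate reaction, both 25 °C. Signal: p-Nitroaniline absorbance at 405 nm, read at 0 and 120 min. Control set: low DMSO alone, high DMSO plus 5 µM PC-7.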
# GASC-1 inh: inhibitors of human GASC-1 (JMJD2C) demethylase | Q9H3R0 | GST-JMJD2C(1-420) H3K9me3 demethylation, DELFIA europium | inhibition, % at 2.35 µM | 330,000 compounds, 0.069% hits | AID 2099;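 active = more than half of a compound's replicate wells show inhibition beyond 50%, single wells judged on their own value; inconclusive = some, but no more than half, of replicates pass 50% inhibition; inactive = no replicate passes 50% inhibition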;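 also: signal counts dimethyl H3K9 product captured on neutravidin plate; 0% = median of DMSO wells and 100% = 0.3 times that DMSO median; strong numbers were not always called active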
# Target sequence (Q9H3R0 1-420 limits assumed): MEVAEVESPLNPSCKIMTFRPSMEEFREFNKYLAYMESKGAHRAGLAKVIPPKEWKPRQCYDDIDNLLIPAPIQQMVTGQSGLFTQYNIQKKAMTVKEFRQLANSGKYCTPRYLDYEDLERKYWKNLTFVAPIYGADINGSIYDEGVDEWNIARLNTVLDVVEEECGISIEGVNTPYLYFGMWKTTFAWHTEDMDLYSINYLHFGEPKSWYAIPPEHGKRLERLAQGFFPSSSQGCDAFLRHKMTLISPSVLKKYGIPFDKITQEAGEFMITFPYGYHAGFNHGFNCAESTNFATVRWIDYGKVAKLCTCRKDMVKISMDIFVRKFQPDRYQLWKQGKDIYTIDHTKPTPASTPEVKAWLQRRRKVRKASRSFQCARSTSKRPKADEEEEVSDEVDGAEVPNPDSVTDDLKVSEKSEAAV
# CR mimetic SO: yeast age-related superoxide inhibition as caloric restriction mimetic; AID 2690; S. cerevisiae aged cells, superoxide DHE fluorescence; stronger effect = lower value; superoxide response (% of plate mean), % at 10 µM; 330,000 compounds, 0.18% hits;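 active = superoxide response under a set limit, about three screen SD below normal, cut at about 65% in these data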;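 also: yeast aged for seven days with compound at 30 °C before DHE staining; 100% = average MFI of all compound-treated wells on the plate with controls excluded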
# AHR activator: human AHR activation | activation, % at 5 µM | AHR-responsive luciferase reporter cells, luminescence | 320,000 compounds, 2.5% hits; in the data active = activation above about 47%;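 also: 0% = vehicle wells and 100% = reference agonist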
# procasp3 activ: activates human procaspase-3. recombinant procaspase-3 D3A, Ac-DEVD-pNA absorbance 405 nm. 330,000 compounds, 0.11% hits. AID 463141. activation, % at 8.5 µM;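 active = activation above the mean of all tested compounds plus 3 SD, cut at about 21% in these data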;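 also: 0% = DMSO alone and 100% = DMSO wells spiked with extra 5 µM PC-3 D3A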
# Target sequence (P42574 whole entry D9A/D28A/D175A): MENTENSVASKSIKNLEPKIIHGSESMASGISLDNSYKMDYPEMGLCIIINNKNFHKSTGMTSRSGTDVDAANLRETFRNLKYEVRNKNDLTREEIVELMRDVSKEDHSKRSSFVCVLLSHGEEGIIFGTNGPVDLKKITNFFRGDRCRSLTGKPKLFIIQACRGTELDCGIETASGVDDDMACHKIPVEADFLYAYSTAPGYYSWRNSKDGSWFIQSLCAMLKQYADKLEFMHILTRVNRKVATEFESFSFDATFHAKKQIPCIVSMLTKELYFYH
#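 Test system: Procaspase-3 D3A mutant; medium: Zinc-free HEPES/NaCl buffer with 0.01% Triton X-100 at pH 7.4; reagent: DEVD-pNA substrate; doses: one concentration, 8.5 µM nominal, 0.8% DMSO; times: 1 h preincubation plus 2 h reaction at 25 °C; signal: Epi-absorbance at 405 nm of released p-nitroaniline, 0 and 120 min; replicates: singlicate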
# LAP4-GFP MLPCN: modulators of TOR pathway LAP4-GFP in S. cerevisiae. 320,000 compounds, 0.34% hits. S. cerevisiae LAP4-GFP multiplex, flow cytometry GFP, 3 h; median GFP as percent of DMSO wells. GFP response vs DMSO, % at 10 µM;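 active = GFP response vs DMSO above a set limit, about the screen mean plus 3 SD, cut at about 150% in these data; inconclusive = under 70 cell events counted for the yeast strain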
# MEP2-GFP yeast: modulators of TOR pathway MEP2-GFP in S. cerevisiae. S. cerevisiae MEP2-GFP strain, flow cytometry GFP, 3 h; 100% = DMSO control level. GFP response vs DMSO, % at 10 µM. 330,000 compounds, 0.51% hits. AID 2016;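 active = GFP response versus DMSO above a set limit, roughly screen mean plus 3 SD, cut at about 180% in these data; inconclusive = fewer than 70 cells counted for a yeast strain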;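 also: median GFP fluorescence of the barcode-gated MEP2-GFP cells per well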
# RPL19A TOR yeast: alters RPL19A-GFP fluorescence in TOR pathway yeast screen. 330,000 compounds, 0.3% hits. S. cerevisiae RPL19A-GFP strain, flow cytometry, 3 h; stronger effect = lower value. percent response vs DMSO, % at 10 µM. AID 2025;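 active = percent response vs DMSO below 50%; inconclusive = fewer than 70 events counted for the yeast strain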;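 also: median channel GFP fluorescence of the barcoded RPL19A-GFP strain; ratio of sample median GFP to plate DMSO average so 100% = DMSO; lower means less RPL19A-GFP as with rapamycin TOR inhibition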
# * = called active by the depositor; ? = inconclusive; / = no result given; [ ] = remark or other dose.
SMILES,proCasp7 act,GASC-1 inh,CR mimetic SO,AHR activator,procasp3 activ,LAP4-GFP MLPCN,MEP2-GFP yeast,RPL19A TOR yeast
Cc1cc(F)c(F)c(C(=O)N2CCOCC2)c1Cl,11,-8,104,3,7,107,96,97
O=[N+]([O-])c1ccc(-c2cn(-c3ccccc3)c(=S)[nH]2)cc1,-8,-4,92,47*,9,96,100,102
CC(=O)Nc1c(I)c(C(=O)N[C@H]2C(O)O[C@H](CO)[C@@H](O)[C@@H]2O)c(I)c(N(C)C(C)=O)c1I (stereo partly specified),-5,/,89,-1,4,108,99,101
Cc1ccc(N2C(=O)[C@@H]3[C@H](C2=O)[C@H]2C=C(C(=O)c4ccccc4)C=CN2[C@@H]3C(=O)c2ccc(Cl)cc2)cc1,-5,-6,107,2,6,99,107,101
CCn1c(=O)c(CCC(=O)N2CCN(c3ccccn3)CC2)c(C)c2c(C)nn(-c3cccc(C)c3)c21,4,-36,89,-1,2,98,95,101
CCCCNC(=S)N/N=C/c1ccc(OCC(=O)Nc2c(C)cc(C)cc2C)c(OC)c1,-1,-8,90,7,4,87,99,105
CCCNC(=O)c1cc(-c2ccc(Br)cc2)on1,0,-4,96,-3,3,107,100,97
Cc1cccc2cc(COC(=O)c3cccc([N+](=O)[O-])c3)c(=O)[nH]c12,1,6,104,4,4,?,?,?
Nc1cc(=O)[nH]c(N2CCN(c3ccccc3)CC2)n1,-4,31,97,-1,1,87,86,89
Cc1ccccc1-c1nc2ccccc2[nH]1,7,-1,95,6,0,109,112,93
O=S(=O)(NCc1ccc(F)cc1)c1ccc(-n2cccn2)cc1,10,7,94,-2,-5,101,98,97
O=C(NCCNC(=O)c1ccccc1F)c1ccccn1,-3,-23,93,2,5,92,104,99
Cc1ccccc1OCC(=O)Nc1sc2c(c1C#N)CC(C)(C)NC2(C)C,-2,10,93,2,7,93,102,98
COCCn1c(=N)c(S(=O)(=O)c2ccc(F)cc2)cc2c(=O)n3ccccc3nc21,-32,4,104,0,-34,91,98,94
CCOC(=O)C1(Cc2ccccc2)CCCN(CCO)C1 (stereo unspecified),0,-3,100,5,2,100,106,100
CSC1=NCCN1C(=O)c1ccc(S(=O)(=O)N2CCOCC2)cc1,8,3,93,-1,6,104,104,97
CCC(C(=O)NC1CCCC1)N(C(=O)Cn1nnc(-c2ccc(C)o2)n1)c1ccccc1OC (stereo unspecified),0,-2,104,-1,13,99,103,102
CCOc1ccc2nc(NC(=O)C3CCN(c4cnccn4)CC3)sc2c1,-16,4,78,1,-1,97,92,95
O=C(c1ccco1)N1CCN(C(=O)c2cc(-c3ccccn3)nc3ccccc23)CC1,13,-1,97,1,-8,100,105,102
Cc1sc(NC(=O)CN(C)C2CCCCC2)nc1-c1ccc2c(c1)CCN2S(=O)(=O)c1ccccc1,14,5,104,0,2,94,105,97
Cc1ccc(S(=O)(=O)Nc2ccc3c(c2)OCCO3)cc1C,10,-2,101,1,0,89,103,83
COCCNC(=O)C(=O)N/N=C(\C)CC(=O)Nc1ccc2c(c1)OCO2,-9,/,103,10,2,99,99,99
COc1ccc2[nH]c(C(=O)Nc3cccc(C)n3)cc2c1,1,-4,111,2,-3,105,92,88
CC(C)CN(C(=O)c1ccc(-n2cncn2)c([N+](=O)[O-])c1)C1CCS(=O)(=O)C1 (stereo unspecified),7,8,105,0,2,100,100,102
Cc1ccc(NC(=S)N(CCN2CCCCC2)Cc2ccco2)cc1,2,-2,104,-1,2,104,101,100

# Other results
SMILES,proCasp7 act,GASC-1 inh,CR mimetic SO,AHR activator,procasp3 activ,LAP4-GFP MLPCN,MEP2-GFP yeast,RPL19A TOR yeast
CC1CCC(NC(=O)Cn2c(=O)[nH]c3ccsc3c2=O)CC1 (stereo unspecified),-8,9,88,7,7,102,106,104
CC(C)(C)c1ccc(-c2noc(CCC(=O)NCc3ccco3)n2)cc1,1,-20,103,-11,5,111,107,101
COc1ccc(-c2cc(C(F)(F)F)n3nc(C(=O)NCCCn4ccnc4)cc3n2)cc1,-9,6,101,0,-11,92,92,90
CCc1cc(=O)oc2c(C)c(OC(C)C(=O)N3CC[C@@]4(O)CCCC[C@H]4C3)ccc12 (stereo partly specified),6,9,82,0,1,105,102,102
C=C[C@]1(C)C[C@H]1[C@H](NP(=O)(c1ccccc1)c1ccccc1)c1ccccc1,-3,4,91,-2,2,87,89,94
O=C(CSc1nc2c(sc3ccccc32)c(=O)n1Cc1ccccc1)NCC1CCCO1 (stereo unspecified),5,-1,124,-2,2,94,113,117
COC(=O)c1ccc(C(=O)N2CCCC(CNC(=O)c3ccc(F)cc3)C2)cc1 (stereo unspecified),10,-5,97,0,9,103,98,103
O=C(c1cccc(C(F)(F)F)c1)N1CCN(S(=O)(=O)c2ccc(Cl)s2)CC1,-2,14,102,-1,-5,109,106,96
CCOC(=O)c1ccc(S(=O)(=O)N2CCN(C(=O)C3CSC4(C)CCC(=O)N34)CC2)cc1 (stereo unspecified),-8,0,82,-1,4,92,97,92
CCn1c(N2CCN(C(=O)NC3CCCCC3)CC2)nc2ccccc21,2,1,95,-10,4,97,104,101
COc1ccc(N2CC(C(=O)OCC(=O)Nc3cccc(C)c3C)CC2=O)cc1 (stereo unspecified),0,-1,100,-2,7,87,86,101
COc1cc(OC)c2c(-c3ccccc3)cc(=O)oc2c1C(CCN1CCCCC1)c1ccc2c(c1)OCO2 (stereo unspecified),4,-9,/,-4,-4,/,/,/
COC(=O)c1sccc1NC(=O)c1c(C)noc1C,-8,-2,104,0,8,104,106,/
COc1ccc(C(=O)NC2CCN(CC(=O)NCc3ccccc3)CC2)cc1,9,16,96,-2,-5,94[may fluoresce violet],506*[may fluoresce violet],60[may fluoresce violet]
O=C(Nc1cccc(S(=O)(=O)NC2=NCCCCC2)c1)c1cc(-c2ccccc2Cl)nc2ccccc12,-1,1,87,3,5,92,98,102
Fc1ccccc1CCNc1nnnn1-c1ccccc1,11,22,103,6,-2,94,94,98
CCN(CC)C(=O)c1scc2c1OCCO2,-11,14,108,2,-3,84,90,95
Cc1ccc(CCC(=O)Nc2ccc([N+](=O)[O-])cc2)o1,-7,13,100,21,1,79,94,101
Cc1ccc(F)cc1NC(=O)Cc1nn(C)c(=O)c2ccccc12,2,1,107,22,1,97,101,97
COc1ccc(C(=O)N/C(=C\c2ccco2)C(=O)NCc2cccnc2)cc1,2,4,105,2,-3,95,104,101
COc1ccccc1OCC(=O)N/N=C1\CCc2ccccc21,-5,-6,89,28,6,91,93,96
O=C1CC(C(=O)Nc2ccccc2)C2(CCCCC2)O1 (stereo unspecified),6,-18,95,4,8,101,107,/
CNC(=O)c1ccccc1-c1cn(C)c2ccccc2c1=O,4,6,102,3,-1,106,105,96
Cc1nn(C)c(C)c1CCC(=O)O,12,20,96,-1,13,94,104,91
CCOC(=O)N1CCN(C(=O)c2c(-c3c(Cl)cccc3Cl)noc2C)CC1,-3,-6,90,0,-8,78,91,94

# Part of the list above, reformatted:
SMILES	proCasp7 act	GASC-1 inh	CR mimetic SO	AHR activator	procasp3 activ	LAP4-GFP MLPCN	MEP2-GFP yeast	RPL19A TOR yeast
CC1CCC(NC(=O)Cn2c(=O)[nH]c3ccsc3c2=O)CC1 (stereo unspecified)	-8	9	88	7	7	102	106	104
CC(C)(C)c1ccc(-c2noc(CCC(=O)NCc3ccco3)n2)cc1	1	-20	103	-11	5	111	107	101
COc1ccc(-c2cc(C(F)(F)F)n3nc(C(=O)NCCCn4ccnc4)cc3n2)cc1	-9	6	101	0	-11	92	92	90
CCc1cc(=O)oc2c(C)c(OC(C)C(=O)N3CC[C@@]4(O)CCCC[C@H]4C3)ccc12 (stereo partly specified)	6	9	82	0	1	105	102	102
C=C[C@]1(C)C[C@H]1[C@H](NP(=O)(c1ccccc1)c1ccccc1)c1ccccc1	-3	4	91	-2	2	87	89	94
O=C(CSc1nc2c(sc3ccccc32)c(=O)n1Cc1ccccc1)NCC1CCCO1 (stereo unspecified)	5	-1	124	-2	2	94	113	117
COC(=O)c1ccc(C(=O)N2CCCC(CNC(=O)c3ccc(F)cc3)C2)cc1 (stereo unspecified)	10	-5	97	0	9	103	98	103
O=C(c1cccc(C(F)(F)F)c1)N1CCN(S(=O)(=O)c2ccc(Cl)s2)CC1	-2	14	102	-1	-5	109	106	96
CCOC(=O)c1ccc(S(=O)(=O)N2CCN(C(=O)C3CSC4(C)CCC(=O)N34)CC2)cc1 (stereo unspecified)	-8	0	82	-1	4	92	97	92
CCn1c(N2CCN(C(=O)NC3CCCCC3)CC2)nc2ccccc21	2	1	95	-10	4	97	104	101
COc1ccc(N2CC(C(=O)OCC(=O)Nc3cccc(C)c3C)CC2=O)cc1 (stereo unspecified)	0	-1	100	-2	7	87	86	101
COc1cc(OC)c2c(-c3ccccc3)cc(=O)oc2c1C(CCN1CCCCC1)c1ccc2c(c1)OCO2 (stereo unspecified)	4	-9	/	-4	-4	/	/	/
COC(=O)c1sccc1NC(=O)c1c(C)noc1C	-8	-2	104	0	8	104	106	/
COc1ccc(C(=O)NC2CCN(CC(=O)NCc3ccccc3)CC2)cc1	9	16	96	-2	-5	94[may fluoresce violet]	506*[may fluoresce violet]	60[may fluoresce violet]

# (listing goes on)
SMILES,proCasp7 act,GASC-1 inh,CR mimetic SO,AHR activator,procasp3 activ,LAP4-GFP MLPCN,MEP2-GFP yeast,RPL19A TOR yeast
Cc1nn(C)c(Oc2cccc(C(F)(F)F)c2)c1C=O,4,23,107,-3,-6,85,93,85
COc1ccc(N/C=C/C(=O)c2sc(-c3ccccc3)nc2C)cc1,-9,1,101,2,-8,97,103,98
O=C(CSc1ncc(C(F)(F)F)cc1Cl)N1CCNC1=O,-11,-4,90,1,-2,108,102,98
Cc1ccc(N2CC(C(=O)OCC(=O)c3c(N)n(CC(C)C)c(=O)n(C)c3=O)CC2=O)cc1 (stereo unspecified),6,-17,112,1,-4,106,100,98
Cc1cc(N/N=C/c2ccc(O)cc2)nc(NS(=O)(=O)c2ccccc2)n1,6,2,108,-4,6,93,108,104
COc1ccc(CC(=O)Nc2ccc(-c3ccc4nnc(C)n4n3)cc2)cc1OC,-5,0,96,-8,0,97,98,96
COc1ccc(OC)c(S(=O)(=O)N2CCC(C(=O)NCc3cccnc3)CC2)c1,4,-4,105,1,1,110,109,101
O=C(COC(=O)c1cccnc1Nc1ccccc1F)NC1CC1,5,-1,102,6,5,87,100,99
CCNC(=S)N1CCN(CC(=O)Nc2ccc(Br)cc2)CC1,1,6,102,-1,0,93,112,107
Cc1cc(C(=O)CCl)c(C)n1CCc1ccc(F)cc1,-5,4,94,-1,5,74,109,103
Cc1ccc(-c2nnc(SCC(=O)N/N=C/c3c(C)nn(-c4ccccc4)c3C)n2-c2ccc(C)cc2)cc1,-3,-15,90,0,-13,99,107,111
Cc1ccc(-c2nnc(NC3CCCC3)s2)cc1,-6,-12,95,-1,3,106,96,95
CCN(CC)CCCNC(=O)c1ccc2c(=O)n(Cc3ccc4c(c3)OCO4)c(=S)[nH]c2c1,8,-12,89,-2,3,100,103,98

# Screening data as filed in PubChem BioAssay.
